Screening results (PubChem)
Wee1 degr inh = blocks degradation of human Wee1 kinase; P30291; HeLa Luc-Wee1K328M stability, luciferase luminescence; 100% = proteasome inhibitor MG132 effect; reporter increase, % at 5 µM; hit rate 1.2% among 220,000;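 active = activation above the mean of all tested compounds plus 3 SD, set per screening run, cut at about 8.8% in these data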;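 note: cells exposed to compound for 20 h before luminescence read; 0% = DMSO alone and 100% = MG132 at 30 µM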
Target sequence (P30291 whole entry K328M): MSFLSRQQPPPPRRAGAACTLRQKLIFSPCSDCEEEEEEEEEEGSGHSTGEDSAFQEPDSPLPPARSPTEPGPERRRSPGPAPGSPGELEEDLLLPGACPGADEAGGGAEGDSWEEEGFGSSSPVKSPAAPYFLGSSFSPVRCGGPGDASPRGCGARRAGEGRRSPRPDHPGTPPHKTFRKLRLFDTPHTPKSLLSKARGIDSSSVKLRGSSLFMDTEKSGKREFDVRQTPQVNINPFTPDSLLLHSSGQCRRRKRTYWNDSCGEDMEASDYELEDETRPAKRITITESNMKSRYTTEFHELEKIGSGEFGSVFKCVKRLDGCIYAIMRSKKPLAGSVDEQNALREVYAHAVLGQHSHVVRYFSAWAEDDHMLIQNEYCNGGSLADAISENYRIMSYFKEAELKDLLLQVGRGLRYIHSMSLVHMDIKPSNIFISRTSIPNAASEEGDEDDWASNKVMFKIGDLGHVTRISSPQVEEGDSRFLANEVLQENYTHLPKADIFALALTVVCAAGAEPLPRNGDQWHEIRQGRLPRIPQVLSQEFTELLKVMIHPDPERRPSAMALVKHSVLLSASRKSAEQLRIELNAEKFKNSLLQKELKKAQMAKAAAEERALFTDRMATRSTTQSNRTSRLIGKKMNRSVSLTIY
CHOP inh = CHOP inhibition in unfolded protein response. CHO-K1 CHOP-promoter luciferase, tunicamycin-induced, 15-18 h. inhibition, % at 10 µM. hit rate 3.8% among 220,000. AID 2732;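 active = compounds that reduced the stress-induced luciferase reporter signal by more than about 70% of percent inhibition, limit read from the data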;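 note: 0% = tunicamycin plus vehicle and 100% = wells without tunicamycin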
FXIa inh = factor XIa (human) inhibition; P03951; purified FXIa, Boc-Glu-Ala-Arg-AMC fluorogenic substrate; inhibition, % at 5 µM; hit rate 0.14% among 220,000;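 active = inhibition of at least 40%; inactive = inhibition below 40%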;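 note: fluorescence of freed AMC excited at 355 nm; 0% = enzyme without compound and 100% = no enzyme blank; many of its hits are not listed in these tables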
Tb hexokinase = T. brucei hexokinase 1 inhibition; recombinant TbHK1, G6PDH-coupled NADH A340; inhibition, % at 10 µM; hit rate 0.11% among 220,000; AID 1430;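 active = inhibition of 50% or more in the single-dose primary screen; inactive = inhibition below 50%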
zVAD death inh = L929 zVAD cell death inhibition; L929 zVAD necroptosis rescue, ATP luminescence, 24 h; with zVAD 60 µM; viability rescue, % at 10 µM; hit rate 0.38% among 220,000; AID 1377;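 active = activation, scaled between plate controls, above about 75%, limit read from the data; inactive = activation under that limit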;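 note: 0% = zVAD with DMSO and 100% = DMSO alone without zVAD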
FXIIa inh 1536 = inhibitors of human coagulation factor XIIa | hit rate 0.3% among 220,000 | P00748 | inhibition, % at 5 µM | purified FXIIa, Boc-QGR-AMC fluorogenic substrate, 2 h; in the data active = inhibition above about 40%;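 note: 0% = enzyme with no compound and 100% = blank without enzyme; many of its hits are not listed in these tables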
TNF death inh = TNF-alpha cell death inhibition in Jurkat FADD-/- cells | hit rate 0.068% among 220,000 | Jurkat FADD-/- TNF necroptosis rescue, ATP luminescence, 24 h; 0 = TNF only, 100 = no-TNF cells | activation (protection from cell death), % at 10 µM;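 active = activation, meaning protection from cell death, of at least 50% relative to plate controls; inactive = activation below 50%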;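 note: necroptosis triggered by 40 ng/mL TNF-alpha added together with compound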
PPC-1+TRAIL kill = kills PPC-1 cancer cells in the presence of TRAIL | PPC-1 cells + TRAIL, ATPLite viability luminescence | cell killing (% activity), % at 4 µM | hit rate 0.41% among 220,000;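 active = cell killing above 50% in the first pass at 4 µM, then a duplicate retest at 5 µM averaging 50% or more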;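 note: plate controls were cells with TRAIL plus DMSO for no effect and medium-only wells lacking cells for full effect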
PGE2 EP2 inh = inhibitors of human EP2 prostaglandin E2 receptor | inhibition, % at 25 µM | C6 glioma cells expressing human EP2, cAMP TR-FRET; cells stimulated with saturating PGE2 | hit rate 0.52% among 260,000;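 active = percent inhibition above 40 after rounding to a whole number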;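 note: rat C6 glioma host cells with rolipram phosphodiesterase inhibitor present; the protocol text gives 20 µM as final concentration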
Target sequence (P43116 whole entry, looked up): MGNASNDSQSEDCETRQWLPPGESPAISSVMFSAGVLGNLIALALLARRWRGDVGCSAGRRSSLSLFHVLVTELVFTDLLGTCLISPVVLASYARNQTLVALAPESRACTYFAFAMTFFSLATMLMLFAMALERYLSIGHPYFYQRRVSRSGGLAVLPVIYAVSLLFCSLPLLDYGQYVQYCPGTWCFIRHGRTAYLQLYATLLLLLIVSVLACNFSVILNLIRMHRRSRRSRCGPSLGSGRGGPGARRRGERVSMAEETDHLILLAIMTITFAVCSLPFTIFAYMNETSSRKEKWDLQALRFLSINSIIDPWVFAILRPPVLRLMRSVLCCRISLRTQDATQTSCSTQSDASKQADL
Active calls of the source: *; / = not tested or not shown; & = joins results of further samples. The list is partial; the hit share may differ from the screen's.

Start of the listing, in advance (eight entries):
SMILES | Wee1 degr inh | CHOP inh | FXIa inh | Tb hexokinase | zVAD death inh | FXIIa inh 1536 | TNF death inh | PPC-1+TRAIL kill | PGE2 EP2 inh
COc1ccc(CCNc2cn[nH]c(=O)c2Cl)cc1OC | 5 | 11 | -4 | -4 | 17 | 9 | -0.1 | -15 | 11&10
CC(NC(=O)C(Cc1ccccc1)n1cccc1)c1ccccc1 (stereo not given) | -2 | 2 | -2 | -8 | 0.6 | 9 | 0.0 | 9 | 12
N#C/C(=C\c1ccncc1)c1nc2ccccc2c(=O)[nH]1 | -3 | 6 | -2 | -10 | 1.4 | 2 | -1.8 | 13 | 2
O=C(Nc1ccc(NC(=O)c2ccco2)c(Cl)c1)c1ccccc1 | 4 | -61 | -3 | 2 | 21 | 4 | -1.1 | -9 | 10
CNC(=S)N(Cc1ccc(OC)cc1)C1CC(=O)N(c2ccc(OC)cc2)C1=O (stereo not given) | -3 | -14 | -1 | 0 | 0.2 | 13 | -4.7 | 18 | 11
C[C@@H](C(=O)NCCc1c[nH]c2ccccc12)[C@@H]1C[C@@]1(C)[C@@H](NC(=O)OCc1ccccc1)c1ccccc1 | 0 | 22 | 8 | -1 | 0.0 | 16 | 2.8 | 27 | 10
Cc1nc(N(C)C)c2sc(=S)n(-c3ccccc3)c2n1 | 4 | 45 | -6 | -14 | 1.2 | -8 | -0.6 | 16 | 6
Cc1ccc2sc3ccc(NC(=O)c4ccccc4Cl)cc3c(=O)c2c1 | -1 | 17 | -7 | -1 | 27 | 7 | -3.0 | 16 | 6

This part in full, repeating the preview:
SMILES | Wee1 degr inh | CHOP inh | FXIa inh | Tb hexokinase | zVAD death inh | FXIIa inh 1536 | TNF death inh | PPC-1+TRAIL kill | PGE2 EP2 inh
COc1ccc(CCNc2cn[nH]c(=O)c2Cl)cc1OC | 5 | 11 | -4 | -4 | 17 | 9 | -0.1 | -15 | 11&10
CC(NC(=O)C(Cc1ccccc1)n1cccc1)c1ccccc1 (stereo not given) | -2 | 2 | -2 | -8 | 0.6 | 9 | 0.0 | 9 | 12
N#C/C(=C\c1ccncc1)c1nc2ccccc2c(=O)[nH]1 | -3 | 6 | -2 | -10 | 1.4 | 2 | -1.8 | 13 | 2
O=C(Nc1ccc(NC(=O)c2ccco2)c(Cl)c1)c1ccccc1 | 4 | -61 | -3 | 2 | 21 | 4 | -1.1 | -9 | 10
CNC(=S)N(Cc1ccc(OC)cc1)C1CC(=O)N(c2ccc(OC)cc2)C1=O (stereo not given) | -3 | -14 | -1 | 0 | 0.2 | 13 | -4.7 | 18 | 11
C[C@@H](C(=O)NCCc1c[nH]c2ccccc12)[C@@H]1C[C@@]1(C)[C@@H](NC(=O)OCc1ccccc1)c1ccccc1 | 0 | 22 | 8 | -1 | 0.0 | 16 | 2.8 | 27 | 10
Cc1nc(N(C)C)c2sc(=S)n(-c3ccccc3)c2n1 | 4 | 45 | -6 | -14 | 1.2 | -8 | -0.6 | 16 | 6
Cc1ccc2sc3ccc(NC(=O)c4ccccc4Cl)cc3c(=O)c2c1 | -1 | 17 | -7 | -1 | 27 | 7 | -3.0 | 16 | 6
COc1ccc(NC(=O)Cn2c(C(C)C)nc(C)cc2=O)cc1Cl | 1 | 3 | 4 | -4 | 0.2 | 16 | 1.3 | 23 | 3
COC(=O)c1cc(Br)c(=O)n(CCN2CCOCC2)c1 | -1 | -10 | 6 | -4 | 1.0 | 18 | 0.2 | 9 | -1
O=C(Cc1ccc(F)cc1)Nc1c2c(nn1-c1cccc(Cl)c1)CS(=O)C2 (stereo not given) | 0 | -12 | 0 | 1 | -0.1 | 8 | -0.6 | -3 | 7
O=C(/C=C/c1ccc2c(c1)OCO2)NCC1CCCO1 (stereo not given) | 3 | -36 | -4 | -22 | 2.6 | 9 | 1.5 | 26 | 3
Cc1ccc(NC(=O)COC(=O)c2csc3c2CCC(C)C3)cc1S(=O)(=O)N1CCCCC1 (stereo not given) | 2 | 28 | -2 | 11 | 0.2 | 4 | 1.0 | 15 | 11
O=C(CCCOc1ccccc1)Nc1ccc(Br)cc1 | 4 | / | / | -1 | 0.0 | / | -2.0 | / | 11
Cc1csc(Cn2c(CN(C)C)nc3ccccc3c2=O)n1 | -3 | 33 | -1 | 5 | -0.2 | 16 | 0.3 | 7 | 16
O=[N+]([O-])c1ccc2c(c1)C=C1CCCCC1(N1CCCC1)O2 (stereo not given) | 3 | 5 | 4 | 28 | 1.1 | 7 | 1.3 | 3 | 10
O=C(c1ccco1)N1CCN(CC(=O)N2c3ccccc3CCc3ccccc32)CC1 | -1 | 9 | 6 | 5 | 1.5 | 5 | -0.6 | 18 | 7
CCOC(=O)C(NCc1ccc2c(c1)OCO2)(NC(=O)c1ccccc1)C(F)(F)F (stereo not given) | 6 | 20 | -2 | 4 | -0.4 | 9 | -0.2 | -6 | 20
O=C(NC1CC1)C1=C[C@@H](C2CCCCC2)C[C@@H](OCc2ccc(CO)cc2)O1 | -2 | 21 | -4 | -11 | 0.9 | 4 | 2.0 | 16 | 12
CCn1c(CNC(=O)Cc2ccc(OC)cc2)nnc1SCC(=O)NC1CCCCC1 | -2 | -2 | 13 | -7 | -0.1 | 19 | 0.9 | -3 | 10
Cc1ccc(C(=O)COc2ccccc2-c2ccccc2)cc1C | 3 | 14 | 7 | 3 | -0.2 | 4 | 2.0 | -1 | 7
CCc1cc2c(=O)c(-n3cnc4ccccc43)coc2cc1O | 6 | 5 | 19 | -17 | 0.3 | 22 | -1.9 | 24 | 17
CCOC(=O)Nc1sc2c(c1C#N)CCC(C)C2 (stereo not given) | 0 | -15 | 3 | -1 | -0.3 | 5 | -2.8 | / | 3
CCOC(=O)N1CCC(Nc2nc3ccccc3nc2NS(=O)(=O)c2ccc(Cl)cc2)CC1 | 4 | 11 | -9 | -5 | 0.0 | 2 | -0.4 | 17 | 8
CC(=O)N1CCC(N(CCN2CCOCC2)C(=S)Nc2ccc(C)cc2)CC1 | -4 | -1 | -4 | -7 | 0.3 | 12 | -0.7 | 12 | 11
CCN1CCN(c2cc(C)c3cc(NC(=S)N4CCCCC4)ccc3n2)CC1 | 2 | -4 | -5 | -10 | 8.2 | 1 | 5.7 | 16 | 5
Cc1ccc(C)c(S(=O)(=O)NCCOc2nc(NC(C)C)nc(NC(C)C)n2)c1 | 1 | -15 | 4 | -3 | 0.5 | 16 | -0.3 | 16 | 26
CC(=O)Oc1cccc(-c2nc3ccccc3c(=O)o2)c1 | -1 | 19 | -4 | -4 | 3.3 | 5 | 0.2 | 14 | 12
CCOc1ccc(-n2c(C)nc3c(cnn3-c3ccc(Cl)cc3)c2=O)cc1 | -3 | 62 | -4 | 3 | -1.1 | 3 | -1.6 | 12 | 20
COc1ccc(/C=C/C(=O)C(C)(C)C)cc1OC | -1 | -3 | 1 | -42 | -0.7 | 7 | 0.1 | 7 | 18
CCCN(CCC)C(=O)C1CC(=O)OC12CCCCC2 (stereo not given) | -3 | 13 | 0 | -4 | 2.8 | 9 | 0.6 | 1 | 4
C=CCOC(=O)C1=C(C)N=C2SCCC(=O)N2C1c1cccs1 (stereo not given) | 2 | 38 | 8 | -13 | -0.2 | 71* | 0.1 | -5 | 4
CCOC(=O)N1CCN(S(=O)(=O)c2ccc(OC)c(Cl)c2)CC1 | 0 | 3 | 5 | 4 | -0.2 | 7 | 1.2 | 13 | -2
COc1ccccc1COC(=O)N/C=C/c1ccco1 | 1 | 14 | -9 | -3 | 2.8 | -10 | -0.1 | -3 | 8
COc1ccc(C(=O)Nc2cc(C(=O)NCCc3ccccc3)ccc2Cl)cc1 | 5 | 35 | 21 | 0 | 1.4 | 20 | 3.4 | 16 | 6
Cc1c(Br)c([N+](=O)[O-])nn1CC(=O)Nc1ccc(C(C)C)cc1 | 0 | 96* | -3 | -1 | 11 | 6 | 1.6 | 26 | 8
Cc1[nH]n(-c2ccccc2)c(=O)c1/C=N/NC(=O)C(C)C | 0 | 76* | -5 | -12 | 1.1 | 7 | -0.6 | 16 | 5
Cc1ccc(C(=O)OC2CCN(c3ccc([N+](=O)[O-])cc3)CC2)cc1 | 3 | 44 | 12 | -5 | 1.4 | 6 | -0.2 | 6 | 4
COc1cccc(-c2cc(C(F)(F)F)n3nc(C(=O)N4CCCCC4c4cccnc4)cc3n2)c1 (stereo not given) | 0 | 50 | -2 | -15 | 9.7 | 6 | -1.8 | 12 | 4
CC(C)CCN(CC(=O)NC(C)(C)C)C(=O)C(=O)Nc1ccc2c(c1)OCCO2 | 0 | 1 | -6 | -1 | 4.4 | 1 | 0.2 | 13 | 3
CCOC(=O)NC(=S)Nc1cccc(NC(=S)NC(=O)OCC)c1 | -1 | 31 | 3 | 1 | -0.2 | 10 | 0.8 | -10 | 2
COc1ccc(-c2nc(CSCC(=O)NCC3CCCO3)c(C)o2)cc1OC (stereo not given) | 0 | 7 | 4 | -4 | 1.6 | 20 | -0.4 | 23 | 7
CC(=O)NC1(C(F)(F)F)N=C2SCCN2C1=O (stereo not given) | -1 | 17 | 1 | 3 | 0.1 | 13 | 1.2 | 3 | 9
N=c1c2c(n(Cc3ccc(Br)cc3)c3c1CCC3)CCCC2 | 1 | 10 | 2 | 0 | -0.3 | 10 | -2.0 | 43 | 4
COc1cc2c(cc1OC)C(c1cccc(OC)c1OC)CC(=O)N2 (stereo not given) | -4 | -17 | -4 | 1 | 0.5 | -23 | -1.3 | -23 | 0
Cc1cc(C)nc(SCCC(=O)Nc2ccccc2C)n1 | -3 | 33 | 2 | -5 | 0.1 | 10 | -0.3 | 19 | 14
CCCCN(C)CCCNC(=O)c1cn(CC)c2ccc(S(=O)(=O)N3CCc4ccccc4C3)cc2c1=O | 0 | 26 | 1 | -12 | -0.2 | 7 | -14 | -2 | 2
COc1ccc2[nH]c3c(=O)n(CCCCCC(=O)NCCC(C)C)c(=S)[nH]c3c2c1 | -1 | 13 | -1 | 8 | 0.5 | 5 | 0.7 | -6 | 6
O=C(COC(=O)C1CC1)Nc1ccc(Oc2ccccc2)cc1 | -1 | 25 | -6 | 0 | -0.2 | 11 | 0.0 | 5 | 2
Cc1cc(/C=C2\C(=N)N3C(SCc4ccccc4)=NSC3=NC2=O)c(C)n1Cc1ccccc1 | -1 | 88* | 21 | 21 | 2.0 | 11 | 0.0 | 27 | 10
CSc1nc2ccccc2n1C(=O)NC1CCCCC1 | 1 | 50 | -1 | 1 | 0.1 | 14 | -4.0 | 31 | 10
COC(=O)c1ccc(NC(=O)C(=O)N2CCN(C(=S)Nc3ccc(OC)cc3)CC2)cc1 | 4 | 35 | 6 | 21 | 0.5 | 11 | 2.7 | 4 | 11
CCC(/C=N/NC(=O)C(N)=O)CC | -1 | -26 | 6 | -4 | 1.7 | 16 | 1.0 | 6 | 7
CCOC(=O)CC1C(=O)NCCN1S(=O)(=O)c1ccc(OC)cc1 (stereo not given) | 0 | -6 | 7 | 6 | 1.5 | 27 | -0.3 | 10 | 4
COc1cc(OC)cc(C(=O)N[C@H](C(=O)NCc2ccco2)C(C)C)c1 | 1 | 3 | 3 | -3 | -0.4 | 13 | -0.8 | 0 | 5
COc1cc(OC)c(S(=O)(=O)Nc2ccccc2NC(=O)CN2CCOCC2)cc1NC(C)=O | -1 | -13 | 5 | -4 | 0.4 | 13 | -0.2 | -12 | 5
COc1cccc(NC(=S)NCCCN2CCOCC2)c1 | 0 | 8 | 6 | -18 | 0.0 | 5 | 1.4 | 24 | 6
